UHRF1 binding – human UHRF1 methylated DNA binding inhibitors; UHRF1 binding to methylated oligo, TR-FRET; hit rate 0.75% among 370,000; inhibition, % at 4.4 µM; in the data active = inhibition above about 21%;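 also: UHRF1 SRA domain binding a hemimethylated CpG hairpin DNA probe; 0% = median of test compound wells and 100% = reference inhibitor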
Rev-erbA mod – modulates human Rev-erb alpha binding to DNA. hit rate 0.79% among 370,000. activity, % at 10 µM. Rev-erbα–FITC-DNA binding, fluorescence polarization, 90 min. P20393;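 active = activity above about 14%, limit read from the data; passing the limit was not always enough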;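 also: 0% = DMSO wells with 35 nM protein and 100% = DMSO wells with 750 nM protein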
ASAP1 GAP inh – inhibitors of human ASAP1 ArfGAP activity; AID 624377; hit rate 0.19% among 360,000; Q9ULH1; inhibition, % at 16.5 µM; ASAP1-stimulated ARF1 GTP hydrolysis, GDP FP detection; in the data active = inhibition above about 25%;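 also: 0% = vehicle with enzyme and substrate and 100% = no enzyme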
sPLA2-III inh – Inhibits HGIII-sPLA2 liposome hydrolysis, primary screen | hit rate 0.56% among 370,000 | QFRET BODIPY PC-A2 liposome hydrolysis, fluorescence | Q9NZ20 | inhibition, % at 12.2 µM | AID 743126;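 active = inhibition above mean plus 3 SD of compounds lying within the high and low control bounds, cut at about 19% in these data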;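 also: 0% = median of test compound wells and 100% = no enzyme DMSO wells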
DDE Tn7 FP inh – inhibitors of Tn7 peptide binding to human fibrin DD(E); P02675; FP displacement of FITC-Tn7 peptide from fibrin DD(E); 0% = median of compound wells per plate; inhibition, % at 8.3 µM; hit rate 0.13% among 370,000; AID 720508;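 active = inhibition above the mean of compounds falling within the control limits plus 3 SD of them, cut at about 14% in these data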;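 also: 0% = plate median of compound wells and 100% = 10 µM Aha-Tn7 peptide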
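System: human fibrin DD(E); quantity: Fibrin-DD(E) at 2 µM final; also added: fluorescent Tn7 probe at 0.1 µM; compound dosing: single nominal test concentration of 8.3 µM per compound; schedule: 10 min preincubation, 3 h with tracer, room temperature; detection: fluorescence polarization of the labelled Tn7 tracer; repeats: one replicate per compound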
ARFGAP1 inhibitor – rat ARFGAP1 inhibition; Q62848; Arfgap1-stimulated ARF1 GTP hydrolysis, GDP FP detection; inhibition, % at 16.5 µM; hit rate 0.26% among 360,000; AID 651572;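 active = inhibition above a per-plate limit, mean inhibition of low control wells plus 3 SD, cut at about 25% in these data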;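 also: 0% = DMSO wells with enzyme and 100% = wells lacking Arfgap1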
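System: truncated rat Arfgap1 GAP domain / Medium: HEPES-based buffer, pH 7.5 / Also added: N-terminally truncated human ARF1-GTP substrate / Incubation: enzyme reaction 120 min at 25 °C after 20 min preincubation / Measured by: FP of antibody-bound GDP Alexa 633 tracer, ex 620/em 688 nm / Replicates: singlicate, each compound tested once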
proKLK7 act – activators of human kallikrein-7 zymogen; P49862; purified proKLK7, EDANS-DABCYL substrate fluorescence; 100% is mature enzyme control, 0% vehicle; activation, % at 7 µM; hit rate 0.9% among 370,000;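 active = activation above the mean of all tested compounds plus 3 SD, computed per campaign excluding outliers beyond control limits, cut at about 13% in these data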
DDE Tn6 FP inh – disrupts Tn6 cyclic peptide binding to fibrin D-Dimer-E complex | P02675 | Fibrin DD(E) TRITC-Tn6 fluorescence polarization displacement | inhibition, % at 8.3 µM | hit rate 0.21% among 370,000 | AID 720509;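 active = inhibition above a per-campaign cutoff: mean of compounds within control limits plus 3 SD, cut at about 15% in these data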;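 also: 0% = median of all compound wells on the plate and 100% = blocking peptide control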
PLC-beta3 inh – PLC-beta3 (human) inhibition, primary screen. Purified PLC-beta3, fluorogenic substrate, fluorescence. inhibition, % at 12.2 µM. hit rate 0.18% among 370,000. AID 720704; in the data active = inhibition above about 11%;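 also: 0% = median of compound wells on plate and 100% = full blocker control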
Target sequence (Q01970 whole entry, looked up): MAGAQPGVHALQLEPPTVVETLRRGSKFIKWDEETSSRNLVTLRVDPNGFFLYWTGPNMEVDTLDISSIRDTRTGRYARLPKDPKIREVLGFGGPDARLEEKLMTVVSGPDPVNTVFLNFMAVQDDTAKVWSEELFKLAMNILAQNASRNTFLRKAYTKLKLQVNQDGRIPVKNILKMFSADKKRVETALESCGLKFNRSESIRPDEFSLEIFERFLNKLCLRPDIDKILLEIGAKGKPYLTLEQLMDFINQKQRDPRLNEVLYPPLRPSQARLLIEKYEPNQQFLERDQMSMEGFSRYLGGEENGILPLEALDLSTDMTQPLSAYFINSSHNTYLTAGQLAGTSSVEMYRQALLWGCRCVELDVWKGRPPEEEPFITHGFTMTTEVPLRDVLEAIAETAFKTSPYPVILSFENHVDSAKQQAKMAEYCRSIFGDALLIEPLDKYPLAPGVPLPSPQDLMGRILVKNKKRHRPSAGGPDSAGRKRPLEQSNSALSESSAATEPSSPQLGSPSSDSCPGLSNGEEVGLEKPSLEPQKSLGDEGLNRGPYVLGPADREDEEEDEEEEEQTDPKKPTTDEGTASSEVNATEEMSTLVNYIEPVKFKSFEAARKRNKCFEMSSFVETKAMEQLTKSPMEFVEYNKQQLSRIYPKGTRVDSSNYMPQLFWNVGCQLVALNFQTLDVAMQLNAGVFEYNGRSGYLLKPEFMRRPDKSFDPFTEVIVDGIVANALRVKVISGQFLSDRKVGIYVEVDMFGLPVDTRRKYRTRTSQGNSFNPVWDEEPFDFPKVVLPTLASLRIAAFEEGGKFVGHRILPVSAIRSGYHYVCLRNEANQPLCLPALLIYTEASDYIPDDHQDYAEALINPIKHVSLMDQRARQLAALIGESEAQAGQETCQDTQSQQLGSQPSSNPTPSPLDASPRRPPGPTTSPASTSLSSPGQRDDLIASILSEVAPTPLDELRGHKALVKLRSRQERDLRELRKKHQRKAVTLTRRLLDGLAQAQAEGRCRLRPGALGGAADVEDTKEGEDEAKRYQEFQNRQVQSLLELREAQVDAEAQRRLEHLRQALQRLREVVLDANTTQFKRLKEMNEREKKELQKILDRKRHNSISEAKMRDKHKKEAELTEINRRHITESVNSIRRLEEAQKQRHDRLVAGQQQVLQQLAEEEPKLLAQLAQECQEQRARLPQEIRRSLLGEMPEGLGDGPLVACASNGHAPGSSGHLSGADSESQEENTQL
PLC-gamma1 inh – blocks human PLC-gamma1 enzyme activity; P19174; purified PLC-gamma1, fluorogenic substrate, fluorescence; inhibition, % at 12.2 µM; hit rate 0.84% among 370,000; in the data active = inhibition above about 9.5%
* hit, by the source's call; nt = no result given.

SMILES	UHRF1 binding	Rev-erbA mod	ASAP1 GAP inh	sPLA2-III inh	DDE Tn7 FP inh	ARFGAP1 inhibitor	proKLK7 act	DDE Tn6 FP inh	PLC-beta3 inh	PLC-gamma1 inh
Cc1noc(C)c1NC(=O)N(C)C[C@@H]1OCc2ccccc2-c2c(n(C)c3ccccc23)C(=O)N([C@H](C)CO)C[C@H]1C	2	5	4	-6	-2	-12	0.3	7	-1	-4
CCOC(=O)C1=C(C)N=c2s/c(=C\c3ccc(OCC(=O)O)cc3)c(=O)n2C1c1ccccc1OC (stereo not drawn)	-1	-2	1	12	2	4	-2.6	-7	-24	-10
CC(C)(C)OC(=O)N(CCc1ccccc1)Cc1ccc(OCc2cccc(NC(=O)C3CCC3)c2)cc1	19	-2	6	15	0	-10	-0.2	1	1	0
CCN(CC)/C(Sc1ccccc1)=C(/C(Cl)=C(Cl)Cl)[N+](=O)[O-]	-3	-5	0	0	6	-6	0.0	7	5	-6
CN1/C(=C\C(=O)CSc2nnc(N)s2)C(C)(C)c2ccccc21	1	-2	-10	5	0	-4	-0.3	1	-20	-12
C[C@@H]1C[C@@H]2OC(=O)[C@]3(C)[C@H]2[C@@H](OC3(C)O)[C@]2(C)C(=O)C=C[C@H]12 (stereo partly drawn)	3	-1	7	10	-1	1	0.2	3	5	1
CC(=O)c1ccc(NC(=O)c2cccc(S(=O)(=O)N3CCN(C)CC3)c2)cc1	0	0	11	-6	-1	-2	0.5	-8	-3	2
O=C(CCCCC(=O)Sc1ccccc1)Sc1ccccc1	-3	-3	1	-10	0	2	0.3	3	1	3
CCN(CC)CCCNC(=S)N1CCC(c2nc3ccccc3[nH]2)CC1	-2	6	-6	-3	1	-5	0.6	1	-2	6
CC(C)CNc1cc(Cl)c(S(=O)(=O)NCC(C)C)cc1C(=O)O	3	-1	1	-13	-2	8	-0.1	0	-9	-2
Nc1cc2nc3ccccc3oc-2cc1=O	-7	2	-12	-2	3	nt	1.7	-1	-16	-11
c1ccc(CN2CCN(CCOCCOc3cccc4ccccc34)CC2)cc1	1	6	-12	-3	0	9	-0.1	-6	-6	2
Cc1cccc(C(=O)OC(C)C(=O)N2CCc3ccccc3C2)c1C (stereo not drawn)	19	2	-4	0	5	9	0.5	-1	-11	1
CCNc1nc(NC(C)(C)C)nc(Oc2ccc(=O)n(-c3ccccc3)n2)n1	8	-2	-5	11	5	8	0.5	-6	1	3
COc1ccc(CN(Cc2cccnc2)S(=O)(=O)c2ccc(-n3cnnn3)c(OC)c2)cc1	0	0	-6	-8	3	2	0.0	0	-2	3
O=C(COc1ccccc1F)NC12CC3CC(CC(C3)C1)C2	-1	1	-12	-1	-6	-7	0.2	14	-6	3
CCNC(=O)c1ccc2c(c1)S(=O)(=O)c1ccccc1C2=O	-6	4	11	1	-3	-4	-0.1	-4	0	1
ONC(=Nc1ccccc1)C(=Nc1ccccc1)NO	-1	4	5	2	-4	1	0.1	-4	3	2
Cc1ccc(Cn2ncc(Cl)c(Cl)c2=O)cc1	-1	-8	8	-1	-1	-3	0.4	7	2	2
CC1=C(C(=O)N(C)C)CC(CC(=O)NCCCN(C)C)C(=O)N1Cc1ccccc1 (stereo not drawn)	-3	-4	0	4	5	-4	-0.9	6	0	-1
CCCCNC(=O)C(CC)(ONc1ccccc1C(F)(F)F)c1ccccc1OC (stereo not drawn)	-1	3	4	7	-2	6	-0.5	7	-4	-5
CN(Cc1ccccc1)C(=O)CN(C1CCCCC1)S(C)(=O)=O	-1	5	-4	1	1	3	-0.1	4	1	-1
CC(=O)CC[N+](C)(C)C	-1	3	4	3	-8	-4	-0.7	-2	4	1
COc1ccc(C(=O)Nc2ccccc2-c2nnn(CC(=O)N3CCOCC3)n2)cc1	-2	3	2	4	2	1	-0.6	-3	1	0
S=c1[nH]nc(-c2cccs2)n1/N=C/c1cn(-c2ccccc2)nc1-c1cccs1	-2	2	1	1	-8	1	0.1	1	-6	1

Random excerpt: 4 compounds from above, in no set order.
SMILES	UHRF1 binding	Rev-erbA mod	ASAP1 GAP inh	sPLA2-III inh	DDE Tn7 FP inh	ARFGAP1 inhibitor	proKLK7 act	DDE Tn6 FP inh	PLC-beta3 inh	PLC-gamma1 inh
CCCCNC(=O)C(CC)(ONc1ccccc1C(F)(F)F)c1ccccc1OC (stereo not drawn)	-1	3	4	7	-2	6	-0.5	7	-4	-5
CN1/C(=C\C(=O)CSc2nnc(N)s2)C(C)(C)c2ccccc21	1	-2	-10	5	0	-4	-0.3	1	-20	-12
CCNc1nc(NC(C)(C)C)nc(Oc2ccc(=O)n(-c3ccccc3)n2)n1	8	-2	-5	11	5	8	0.5	-6	1	3
CC(C)CNc1cc(Cl)c(S(=O)(=O)NCC(C)C)cc1C(=O)O	3	-1	1	-13	-2	8	-0.1	0	-9	-2

5 compounds already listed, sorted by heavy-atom count, lowest first:
SMILES	UHRF1 binding	Rev-erbA mod	ASAP1 GAP inh	sPLA2-III inh	DDE Tn7 FP inh	ARFGAP1 inhibitor	proKLK7 act	DDE Tn6 FP inh	PLC-beta3 inh	PLC-gamma1 inh
CCNC(=O)c1ccc2c(c1)S(=O)(=O)c1ccccc1C2=O	-6	4	11	1	-3	-4	-0.1	-4	0	1
CN1/C(=C\C(=O)CSc2nnc(N)s2)C(C)(C)c2ccccc21	1	-2	-10	5	0	-4	-0.3	1	-20	-12
c1ccc(CN2CCN(CCOCCOc3cccc4ccccc34)CC2)cc1	1	6	-12	-3	0	9	-0.1	-6	-6	2
CCOC(=O)C1=C(C)N=c2s/c(=C\c3ccc(OCC(=O)O)cc3)c(=O)n2C1c1ccccc1OC (stereo not drawn)	-1	-2	1	12	2	4	-2.6	-7	-24	-10
CC(C)(C)OC(=O)N(CCc1ccccc1)Cc1ccc(OCc2cccc(NC(=O)C3CCC3)c2)cc1	19	-2	6	15	0	-10	-0.2	1	1	0

(continued)
SMILES	UHRF1 binding	Rev-erbA mod	ASAP1 GAP inh	sPLA2-III inh	DDE Tn7 FP inh	ARFGAP1 inhibitor	proKLK7 act	DDE Tn6 FP inh	PLC-beta3 inh	PLC-gamma1 inh
Cc1ccc(Sc2ncccc2C(=O)NCC(c2ccc(F)cc2)N2CCOCC2)c(C)c1 (stereo not drawn)	4	0	13	7	0	-1	-0.8	15	-4	2
CCOCCCn1c(SCc2nc3sc(C(=O)O)c(C)c3c(=O)[nH]2)nnc1-c1ccc(Cl)cc1	1	-8	12	-1	10	12	-0.5	10	-9	-1
COc1cccc(NC(=O)c2oc3ccccc3c2NC(=O)C(C)(C)C)c1	-1	1	7	-7	-1	5	-1.3	2	-66	-47
Cc1nc2nc(SCc3ccccc3)[nH]n2c(=O)c1C	0	0	-1	4	0	12	0.1	6	-8	2
CCOc1ccccc1NC(=O)CSc1nnc2c(CC)c(C)nc(N)n12	-4	2	1	4	0	10	0.1	-3	5	4
CN(C)c1ccc(S(=O)(=O)N2CCCCC2)cc1NC(=O)CCNC(=O)c1ccco1	-2	-2	3	5	6	12	0.2	1	-7	0
COc1c(Cl)cc(C(=O)O)cc1Cl	4	-8	1	6	-10	-2	-0.6	4	0	1
Cc1cc(-c2n[nH]c(=S)n2-c2ccccc2)nn1C	-2	-3	0	1	1	1	-0.4	2	7	5
O=C(N/N=C/C1CC=CCC1)c1cc(-c2cccnc2)nc2ccccc12 (stereo not drawn)	-3	-2	-1	-9	-1	2	-1.8	0	-4	-1
Cc1cccc(-c2cc(NC=O)c3ncc(-c4cccc(C(=O)N(C)C)c4)n3c2)c1	-4	-3	11	2	2	5	-3.2	5	-61	-43
CC(CCc1ccccc1)NC(=O)COC(=O)c1cccs1 (stereo not drawn)	0	3	-15	-5	7	-5	-0.5	4	-6	-1
O=C(Nc1ccc(Cl)c([N+](=O)[O-])c1)c1ccc2c(c1)OCCO2	-1	4	-2	-12	2	10	0.4	-5	-1	3
COCCCn1c(SCC(=O)n2c(C)c(C)c3ccccc32)nnc1-c1ccoc1C	2	-1	-14	-3	1	6	-0.2	-7	-10	-8
CNC(=O)/C=C/c1cccc(C(F)(F)F)c1	5	8	5	11	3	-3	0.6	10	1	1
Cc1[nH]c2ccccc2c1/C=N/NC(=O)CNC(=O)c1ccc2c(c1)OCO2	0	1	2	-4	0	-2	0.7	-1	3	-1
O=[N+]([O-])c1ccc(SCCc2ccccn2)cc1	-1	3	0	-4	-2	-12	0.3	2	-5	-1
CC(=O)N1CCOc2ccc(S(=O)(=O)N3CCC(C(=O)NCc4ccc(F)cc4)CC3)cc21	0	-1	-10	-2	-7	6	0.3	-10	-1	1
C/C(=N\NC(=O)c1cc(C)oc1C)c1ccc(C)c([N+](=O)[O-])c1	0	-3	-9	3	-3	-4	0.7	-6	-2	2
CCOc1ccc(/C=C(\C#N)C(=O)Nc2ccccn2)cc1	0	-1	-10	-1	-1	-11	0.2	4	-106	-72
O=C(O)C(=O)Cc1c[nH]c2ccccc12	1	-2	-13	3	8	9	-0.1	-6	-45	-30
CO/N=C(\Cn1ncc(N2CCCC2)c(Br)c1=O)c1ccc(Cl)cc1	0	0	-2	-3	-4	-8	0.8	6	9	5
O=C(CN1CCNC(=O)C1)NCCc1ccc(Cl)cc1Cl	4	1	9	-1	6	0	0.4	-1	4	2
COc1cc2nc(Cl)nc(NCCO)c2cc1OC	5	5	-5	1	6	1	0.4	3	-10	6
O=C(CNC(=O)c1ccc(F)cc1)N/N=C/c1cc(Br)ccc1OC(=O)/C=C/c1ccco1	1	-5	21	2	-2	10	-0.1	-5	-16	-6
Cn1cc(CCC(=O)N2CCCC(N3CCN(c4ccccc4F)CC3)C2)cn1 (stereo not drawn)	0	-7	-3	5	2	2	0.2	-5	-5	-3
O=C(OCC(=O)N1CCc2ccccc21)c1ccncc1	0	4	3	5	-5	3	0.9	0	-4	4
O=C(NCc1ccccc1)C(c1ccccc1)N(Cc1cccs1)C(=O)c1cnccn1 (stereo not drawn)	0	-4	-3	-2	2	-1	0.3	5	1	-3
CCOC(=O)N1CCN(C(=O)C[C@H]2C[C@@]3(C(=O)OC)C(=C[C@H](C(C)(C)C)O[C@@H]3C)N(Cc3ccccc3)C2=O)CC1	-1	2	4	-11	2	-2	0.1	4	0	1
OCCN(CC#CCC(O)(c1ccccc1)C1CCCC1)CCO (stereo not drawn)	0	2	-9	13	2	9	-0.4	-3	-7	4

At a glance, 2 of the compounds above:
SMILES	UHRF1 binding	Rev-erbA mod	ASAP1 GAP inh	sPLA2-III inh	DDE Tn7 FP inh	ARFGAP1 inhibitor	proKLK7 act	DDE Tn6 FP inh	PLC-beta3 inh	PLC-gamma1 inh
Cc1ccc(Sc2ncccc2C(=O)NCC(c2ccc(F)cc2)N2CCOCC2)c(C)c1 (stereo not drawn)	4	0	13	7	0	-1	-0.8	15	-4	2
CCOCCCn1c(SCc2nc3sc(C(=O)O)c(C)c3c(=O)[nH]2)nnc1-c1ccc(Cl)cc1	1	-8	12	-1	10	12	-0.5	10	-9	-1

Screens: PubChem, several laboratories

Hits appear at their usual frequency; about 4.5% have a hit in one of these screens.
